# GSK3B inh: human GSK3beta kinase inhibition; GST-GSK3beta kinase, ADP-Glo luminescence, 60 min; active compounds read low; P49841; 300,000 compounds, 0.038% hits; activity score (negative = inhibition), % at 10 µM;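 active = more than half of replicate wells score below -50%, meaning over 50% inhibition versus plate controls; inconclusive = some replicates but at most half score below -50%; inactive = no replicate scores below -50%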;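 note: 0% = median DMSO wells and -100% = median GW8510 positive control wells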
# Target sequence (P49841 whole entry, looked up): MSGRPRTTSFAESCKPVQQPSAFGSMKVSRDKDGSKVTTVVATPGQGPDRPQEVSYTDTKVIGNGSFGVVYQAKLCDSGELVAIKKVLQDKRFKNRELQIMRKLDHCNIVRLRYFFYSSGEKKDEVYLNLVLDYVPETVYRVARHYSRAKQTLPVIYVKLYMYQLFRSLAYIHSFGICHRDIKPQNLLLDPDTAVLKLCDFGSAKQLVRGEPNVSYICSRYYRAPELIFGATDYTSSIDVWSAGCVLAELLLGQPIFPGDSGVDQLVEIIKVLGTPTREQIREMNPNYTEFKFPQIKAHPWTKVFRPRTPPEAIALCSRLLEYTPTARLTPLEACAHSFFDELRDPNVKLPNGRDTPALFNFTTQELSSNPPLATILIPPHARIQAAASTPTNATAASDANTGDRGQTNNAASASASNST
#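 Assay system: GST-tagged human GSK3beta kinase, cell-free; Input: 1.6 ng GSK3beta; Medium: Tris/MgCl2 kinase buffer; Timing: 60 min enzyme reaction, room temperature; Signal: ADP-Glo luminescence quantifying ADP generated by kinase; Evaluation: score relative to plate controls; Benchmarks: DMSO neutral wells and GW8510 at 20 µM as positive.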
# IEC-6 cytotox: kills IEC-6 intestinal cells in KLF5 counter-screen; 290,000 compounds, 0.78% hits; inhibition, % at 5 µM; AID 1825; IEC-6 cytotoxicity, luminescence viability; in the data active = inhibition above about 22%;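 note: 0% = plate median of test compound wells and 100% = cytotoxic reference compound wells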
# HIF activator: HIF pathway transcriptional activation; AID 1910; U2OS HRE-luciferase reporter, luminescence; normalized: DMSO 0%, desferrioxamine 100%; activation, % at 7.5 µM (by protocol); 300,000 compounds, 0.32% hits;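 active = mean activation of at least 10% of the iron chelator positive control signal, with at least half of replicates also reaching 10%; inconclusive = mean and replicate majority disagree about reaching 10%; inactive = mean and most replicates under 10%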
# GSK3 alpha inh: inhibitors of human GSK-3 alpha kinase; AID 2650; 320,000 compounds, 0.1% hits; ADP-Glo luminescence, 60 min; P49840; inhibition, % at 10 µM;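 in the data active = inhibition above about 50%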;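 note: GST-tagged GSK-3 alpha with peptide substrate and 25 µM ATP; 0% = DMSO neutral wells and 100% = GW8510 positive control wells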
# Target sequence (P49840 whole entry, looked up): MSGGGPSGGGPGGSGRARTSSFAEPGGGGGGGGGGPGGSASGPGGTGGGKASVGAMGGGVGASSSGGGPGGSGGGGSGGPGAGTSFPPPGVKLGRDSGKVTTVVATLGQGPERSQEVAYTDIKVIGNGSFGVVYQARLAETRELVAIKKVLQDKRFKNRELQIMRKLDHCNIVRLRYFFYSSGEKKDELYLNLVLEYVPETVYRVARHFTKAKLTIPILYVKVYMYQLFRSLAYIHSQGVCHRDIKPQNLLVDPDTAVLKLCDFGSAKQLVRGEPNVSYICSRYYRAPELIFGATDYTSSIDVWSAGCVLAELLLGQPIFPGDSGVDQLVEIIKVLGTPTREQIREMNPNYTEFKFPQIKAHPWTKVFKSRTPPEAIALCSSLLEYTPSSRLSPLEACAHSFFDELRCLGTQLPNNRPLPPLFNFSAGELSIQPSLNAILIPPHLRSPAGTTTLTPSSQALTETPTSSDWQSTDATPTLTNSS
# HSF1 inh: HSF1 inhibition; NIH3T3-HGL HSE-luciferase, MG132-induced, luminescence 8 h; active compounds read low; activity change, negative = inhibition, % at 7.5 µM (by protocol); 300,000 compounds, 0.77% hits;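 active = more than half of replicate wells show activity change below -50%, luminescence cut by over half; inconclusive = some wells, but at most half, below -50%; inactive = no replicate well below -50%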;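 note: luciferase reports HSF-1 transcriptional activity via heat shock element; 0% = median of DMSO wells and -100% = zero luminescence signal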
# AI-2 QS mod: modulators of Vibrio harveyi AI-2 quorum sensing system; activity change, % at 7.5 µM; Vibrio harveyi JMH597 AI-2 luminescence/OD600 ratio, 9 h; active compounds read low; strain lacks LuxN and CqsS sensors; 0 = neutral-control median; 300,000 compounds, 0.4% hits; in the data active = activity change below about -75%, passing the limit was not always enough; inconclusive = no clear call, values can overlap the other calls;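 note: luminescence divided by OD600 gain over 9 h not by final OD600 alone; inactives centre near 13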
# HSF-1 act: increases HSF-1 driven luciferase reporter signal | 300,000 compounds, 1.7% hits | NIH3T3-HGL HSF-1 luciferase reporter, MG132, 8 h; 100% = twice DMSO control signal | activation, % at 9 µM | AID 504408;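 active = mean replicate activation of at least 50% with a set share of replicates each reaching 50%; inconclusive = only one of those two conditions met; inactive = mean below 50% and too few replicates reaching it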;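 note: 0% = median of the neutral control wells and 100% = twice that signal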
# HSP90 refold inh: HSP90 refolding inhibition in rabbit reticulocyte lysate | luciferase refolding luminescence, 3 h | inhibition, % at 5.6 µM | 290,000 compounds, 0.91% hits | AID 1789;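 active = inhibition above the screen-wide mean plus 3 SD, computed separately per campaign, cut at about 16% in these data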;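 note: 0% = DMSO wells and 100% = 60 µM geldanamycin wells; inhibitors lower the luminescence because luciferase stays unfolded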
# KLF5 inh: suppresses KLF5 promoter-driven expression; DLD-1 KLF5 promoter-luciferase reporter, luminescence; inhibition, % at 5 µM; 290,000 compounds, 0.23% hits;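 active = inhibition above a per-plate limit of that plate's mean compound inhibition plus 3 SD, cut at about 60% in these data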;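 note: 0% = DMSO wells and 100% = LY294002 at 200 µM; higher means less KLF5 promoter-driven luciferase light; inactives centre near -14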
# aSyn 5UTR inh: MLPCN primary screen, SNCA 5' untranslated region; alpha-synuclein 5'UTR reporter, inhibitor activity; inhibition, % (tested at 7.5 µM); 300,000 compounds, 0.82% hits; in the data active = inhibition above about 60%; inconclusive = no clear call, values can overlap the other calls;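 note: H4 neuroglioblastoma cells stably carrying SNCA 5'UTR luciferase fusion; 0% = DMSO wells and 100% = positive control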
# Active calls of the source: *; ? = inconclusive; . = not tested or not shown.
SMILES,GSK3B inh,IEC-6 cytotox,HIF activator,GSK3 alpha inh,HSF1 inh,AI-2 QS mod,HSF-1 act,HSP90 refold inh,KLF5 inh,aSyn 5UTR inh
Clc1ccc(/C=N/c2c(-c3ccco3)nc3ccccn23)cc1,-0.5,-0.8,.,0.1,-11.6,2.3,-0.9,-1.1,-8.8,-5.0
COc1ccc(N=C2SC(CC(=O)Nc3ccc(OC)cc3OC)C(=O)N2C)cc1 (stereo not drawn),-3.7,-5.4,-0.2,-1.2,0.6,17.5,-2.7,-1.2,-3.7,-7.1
CC(/C=N/NC(=O)c1cc(-c2ccc(C)o2)[nH]n1)=C\c1ccccc1,1.8,-0.8,-0.1,.,-6.8,39.9,14.6,2.9,-10.6,-3.9
Cn1c(CO)cnc1SCc1ccc(F)cc1,0.0,3.8,0.2,-1.4,-3.9,15.2,5.1,2.9,-25.2,-40.2
CC(C)COc1ccc(-c2nnn(CC(=O)N3CCCC3)n2)cc1,-1.0,6.7,0.5,-4.0,4.6,23.5,6.8,1.3,-17.9,-89.4
COc1cccc(N2[C@@H](CC(=O)O)c3ccccc3S2(=O)=O)c1,0.6,.,-0.1,-2.5,1.1,6.6,10.9,.,.,1.1
Cc1cccc(CC2SC(N)=NC2=O)c1 (stereo not drawn),-2.9,-2.5,-0.3,2.5,-3.2,1.4,12.4,-2.4,-14.5,-2.2
O=C1CSC(c2cn(-c3ccccc3)nc2-c2cccs2)N1Cc1ccccc1 (stereo not drawn),-0.6,-2.2,-0.3,2.0,13.7,16.7,17.5,3.0,-0.4,9.9
CCOC(=O)C1CCN(C(=O)COc2ccc3c(c2)OCO3)CC1,0.2,-4.7,-0.6,-0.3,3.8,26.7,-5.1,0.3,-7.6,1.2
Cc1cc(C)n(-c2nc3c(c(=O)[nH]c(=O)n3C)n2CC(O)COc2ccccc2C)n1 (stereo not drawn),-0.7,-5.3,-0.1,0.3,.,36.8,.,2.5,-11.5,6.8
Cc1ccc(C2CC2c2n[nH]c(=S)n2-c2ccc(Cl)cc2)cc1 (stereo not drawn),1.5,4.1,0.0,2.3,5.0,3.5,-4.2,6.2,-28.7,24.2
Cc1ccc(NC(=S)NCC2CCN(C(C)c3ccccc3)C2)cc1 (stereo not drawn),-1.0,-4.0,-0.6,-1.1,2.6,21.7,8.8,-1.2,-16.8,8.8
CCOc1ccc(N)c(SSc2cc(OCC)ccc2N)c1,1.2,-6.5,1.9,1.8,-10.4,9.8,-22.0,30.0*,-133.9,-121.3
COc1ccc(C(=O)NC(NC(=O)c2ccc(OC)c(OC)c2)c2ccccc2F)cc1OC,0.5,-3.0,0.1,3.4,5.9,14.5,6.4,3.5,-7.2,22.7
O=C(OCC(=O)N1CCN(C(=O)c2ccco2)CC1)c1ccc(S(=O)(=O)N2CCCCC2)cc1,-0.3,-4.3,-0.3,-0.5,-1.9,22.6,-7.8,-2.2,-16.6,-11.5
O=C(CNC(=O)c1ccc(S(=O)(=O)N2CCCC2)cc1)N/N=C/c1ccc(Cl)cc1,3.6,1.1,0.0,-1.9,-2.3,44.5,7.1,-1.8,-0.6,22.4
Cc1cc2oc(=O)cc(CN3CCOCC3)c2cc1C,-2.1,2.0,-0.4,-0.8,-4.3,6.5,0.3,2.0,-33.0,14.1
CCOC(=O)CC1=C(C(=O)OCC)C(c2cccnc2)C(C#N)=C(N)O1 (stereo not drawn),-2.5,5.8,-0.4,-1.4,-7.9,2.2,17.5,2.5,-6.3,-39.0
Cc1nc(N2CCN(Cc3ccccc3)CC2)c(C#N)c2c1COC(C)(C)C2,-2.2,-4.7,-0.7,-0.6,5.7,17.2,6.0,-2.1,-28.3,-9.1
Cn1ccnc1SCC(=O)N1CCc2ccccc21,-1.0,-3.9,2.0,-1.1,12.6,4.5,14.7,3.4,-84.6,-68.9
Cc1ccc(Cl)cc1NC(=S)N1CCC(c2ccccc2)C1 (stereo not drawn),-19.3,-2.7,0.8,-2.3,-26.5,-15.3,-44.0,3.5,-9.6,5.9
O=C(C1=C[C@H](c2ccc(Br)cc2)C[C@H](OCc2ccc(CO)cc2)O1)N1CCOCC1,4.0,-9.1,-2.4,-1.3,0.9,23.3,12.8,9.0,-27.0,4.8
CCCCN(C)S(=O)(=O)c1ccc(C(=O)Nc2nnc(C3=COCCO3)o2)cc1,1.9,-3.8,0.0,-3.0,-5.9,34.9,-2.1,-2.4,7.9,3.0
O=C(O)CCCC(=O)N1N=C(c2ccccc2)CC1c1ccc2nccnc2c1 (stereo not drawn),3.1,1.2,0.5,-1.4,-3.5,19.1,5.9,-3.9,3.1,-41.7
Cc1nc2nc3c(cn2n1)C(=O)CC(c1ccccc1)C3 (stereo not drawn),1.3,4.4,842.3*,.,-2.5,8.1,-5.0,2.1,-4.4,19.6
CCOc1cccc(C2/C(=C(/O)c3ccc4c(c3)CC(C)O4)C(=O)C(=O)N2CCN2CCOCC2)c1 (stereo not drawn),2.0,-3.5,-0.4,-1.3,0.9,27.7,6.3,0.8,-27.6,0.4
S=C(c1c[nH]c2ccc(Br)cc12)N1CCOCC1,1.4,3.3,-0.4,-4.9,-3.1,14.3,5.7,-1.3,21.3,6.3
CN(C)CCCN(C(=O)c1ccc([N+](=O)[O-])s1)c1nc2cc3c(cc2s1)OCCO3,0.2,-1.3,-2.2,-0.1,-31.4,-2.0,-35.5,0.9,-29.8,29.9
Cc1cc(C(=O)COc2ccccc2C(N)=O)c(C)n1C,-1.3,2.5,0.4,-3.6,1.3,-3.1,-1.2,-0.7,-35.4,-24.1
CC(=O)c1cc2c(cc1N/C(=N/S(=O)(=O)c1ccc(C)cc1)c1ccccc1)OCO2,-0.1,-0.2,-0.4,-2.3,1.7,24.7,4.3,1.0,7.3,-33.6
CCc1nc2c(s1)CCc1onc(-c3ccc(Cl)cc3)c1-2,1.1,.,-0.2,-0.3,7.3,-3.9,-14.9,.,.,20.8
O=C(CSc1nc(=O)n(Cc2ccccn2)c2c1CCC2)Nc1ccc(F)cc1F,3.3,.,0.3,0.3,1.8,13.3,1.6,.,.,-2.2
Cc1ccc(C(C)C)c(OCC(O)CNC2CCCC2)c1 (stereo not drawn),-4.0,-8.5,-0.5,2.2,6.6,8.2,10.3,-0.2,-22.1,-2.9
CCOC(=O)c1cc(-c2ccc(OC)cc2)nc2c1c(C)nn2CCC(N)=S,-2.1,-3.0,-0.4,-0.1,-0.6,19.7,-5.1,-1.0,11.1,-2.7
O=C1CSC(=O)N1CCOCCN1C(=O)CSC1=O,5.7,7.6,-0.1,1.6,-1.1,20.7,2.6,-2.6,-15.4,29.3
O=C(CCN1CCOCC1)N1CCc2c([nH]c3ccccc23)C1c1cccc(Cl)c1 (stereo not drawn),0.2,0.7,-0.2,-1.9,3.6,26.8,-3.0,1.9,-16.6,27.8
C=CCOc1ccc(/C(O)=C2\C(=O)C(=O)N(CCCOC)C2c2ccncc2)cc1 (stereo not drawn),-1.1,-2.4,-0.7,-1.0,-1.4,12.7,0.8,2.0,-41.8,7.2
O=c1c(CN2CCN(c3cccc(Cl)c3)CC2)coc2c(Cl)cc(Cl)cc12,2.0,-6.6,.,-2.2,-0.2,18.9,11.6,1.1,-29.6,-12.7
CC(C)NC(=O)c1cc(-c2ccc3c(c2)OCO3)on1,2.4,2.4,-23.8,1.5,9.6,-6.0,22.7,12.6,-81.5,-110.3
CN(C(=O)c1ccc(S(=O)(=O)NC2CCCC2)cc1)C1CCCCC1,0.8,3.8,-0.3,-3.6,6.2,12.0,3.2,5.1,-15.1,-4.0

# Shown as a hit in HSP90 refold inh (from the list above):
smiles,GSK3B inh,GSK3 alpha inh,HSF1 inh,AI-2 QS mod,HSF-1 act,HSP90 refold inh,KLF5 inh,aSyn 5UTR inh
CCOc1ccc(N)c(SSc2cc(OCC)ccc2N)c1,1.2,1.8,-10.4,9.8,-22.0,30.0*,-133.9,-121.3

# (further entries)
SMILES,GSK3B inh,IEC-6 cytotox,HIF activator,GSK3 alpha inh,HSF1 inh,AI-2 QS mod,HSF-1 act,HSP90 refold inh,KLF5 inh,aSyn 5UTR inh
O=C(O)c1cccc(S(=O)(=O)Nc2ccc3[nH]c(=O)[nH]c3c2)c1,-0.2,-4.0,-0.1,-0.3,4.2,12.6,-9.5,-3.0,8.6,-4.7
CCCCc1ccc(NC(=S)NCc2cccs2)cc1,1.7,12.7,0.1,-0.1,0.4,-17.5,9.2,-2.9,3.7,-16.7
O=C(Nc1nnc(SCCN2CCOCC2)s1)C1CC(=O)N(c2ccc(F)cc2)C1 (stereo not drawn),2.3,8.7,0.3,-0.1,1.6,5.9,-10.1,1.6,-16.8,7.5
COCCN(C(=O)Cc1coc2cc(C)c(C)cc12)c1c(N)n(Cc2ccccc2)c(=O)[nH]c1=O,-1.8,.,1.4,0.4,-2.7,-4.5,-5.4,.,.,-0.7
CC(C)N1CCc2c(sc(NC(=O)c3cc(-c4cccs4)nc4ccccc34)c2C(N)=O)C1,-3.5,3.5,0.6,4.4,-19.8,6.6,-27.5,-5.6,0.6,-53.1
CCCCC#Cc1cncc(C(=O)N/N=C/c2ccccc2)c1,-1.5,-1.8,-0.5,-3.1,-9.2,34.4,0.8,-3.4,-23.9,-2.1
CCCC(=O)N1CCN(c2nc3c(OC)ccc(Cl)c3s2)CC1,-2.3,1.4,0.1,-1.1,5.0,16.9,7.9,-3.6,-25.0,-3.1
O=C(COC(=O)CSc1nnc(-c2ccc(Cl)cc2)o1)Nc1cc(Cl)ccc1Cl,-3.8,1.8,-0.4,-3.4,-3.4,12.2,3.5,-1.1,-13.4,-14.0
CC(C)(C)c1ccc(C(=O)Nc2cccc3c(=O)[nH][nH]c(=O)c23)cc1,-2.3,0.0,-0.2,-3.8,-61.4*,?,-60.9,46.6*,17.3,-68.1
Cc1[nH]nc(Nc2ccccc2)c1[N+](=O)[O-],-3.9,-1.7,1.8,-1.8,10.4,14.6,31.0,-0.2,-40.7,-72.4
Cc1ccc2nc(Cl)c(/C=N/NC(=O)c3ccccc3O)cc2c1,-0.1,-5.8,0.1,-2.1,6.8,17.3,25.7,-1.3,-23.0,-23.2
O=C(NCCc1ccc(F)cc1)c1cc([N+](=O)[O-])ccc1N1CCOCC1,.,.,0.4,-1.4,-2.7,.,-1.3,.,.,-6.4
O=C(NCc1ccc(C(F)(F)F)cc1)C12CN(Cc3ccccc3)CC1C(c1cccc([N+](=O)[O-])c1)=NO2 (stereo not drawn),1.8,-3.8,-0.2,-1.4,17.3,33.7,47.5,1.0,12.0,3.9
CCCOc1cccc(NC(=O)c2cc(C)oc2C)c1,3.0,2.9,0.2,-0.5,12.3,18.0,11.2,-0.5,-25.1,-12.9
N#CCC(=O)Nc1ccc(C(=O)NCC(c2ccco2)N2CCCCC2)cc1 (stereo not drawn),-1.1,-0.2,0.1,-2.9,-2.3,8.6,7.2,2.8,-32.1,-9.2

# Screens deposited in PubChem by several laboratories.
